Source: PubChem BioAssay (National Center for Advancing Translational Sciences (NCATS))
Cycloheximide cs = affects cycloheximide protein synthesis inhibition readout, counter-screen; cell reporter, cycloheximide protein synthesis inhibition counterscreen; max response, %; actives 12% (n = 300,000); AID 2314; in the data active = max response mostly above about 13%, no sharp cut-off; inactive = mostly below about 14%; note: read at 38.3 µM for the half of the compounds with a filed dose; 0% is about no effect
AMA1-RON2 inh = disrupts binding of P. falciparum AMA1 to RON2 | Potency, µM (top dose mostly 58.2 µM), for the others: top-dose activity change, negative = inhibition, actives largely listed as inhibitors | actives 0.2% (n = 360,000) | AlphaScreen AMA1-biotinylated RON2 peptide binding;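 note: potency is the fitted concentration of half-maximal effect; 0% = vehicle wells and -100% = peptide control; nearly all actives have a fitted effect of over 45% in size; some results filed as inactive show a strong effect at the top dose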
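AMA1 (3D7) with his tag at 25 nM final met compounds first, then biotinylated RON2 peptide at 25 nM; detection used donor plus acceptor beads, 10 µg/mL apiece, read by AlphaScreen after 30 min at room temperature.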
AmpC detergent = blocks E. coli AmpC beta-lactamase in detergent assay | AmpC hydrolysis of nitrocefin, absorbance 480 nm, 0.01% Triton | Potency, µM (doses to about 114 µM), for the others: at the highest dose activity change, negative = inhibition, hits mostly inhibitors | actives 0.041% (n = 370,000) | AID 485294 | P00811;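 note: potency is the fitted concentration of half-maximal effect; 0% = no-compound wells and -100% = no-enzyme wells; nearly all actives have a fitted effect of over 25% in size; some results filed as inactive show a strong effect at the top dose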
Target sequence (P00811 whole entry, looked up): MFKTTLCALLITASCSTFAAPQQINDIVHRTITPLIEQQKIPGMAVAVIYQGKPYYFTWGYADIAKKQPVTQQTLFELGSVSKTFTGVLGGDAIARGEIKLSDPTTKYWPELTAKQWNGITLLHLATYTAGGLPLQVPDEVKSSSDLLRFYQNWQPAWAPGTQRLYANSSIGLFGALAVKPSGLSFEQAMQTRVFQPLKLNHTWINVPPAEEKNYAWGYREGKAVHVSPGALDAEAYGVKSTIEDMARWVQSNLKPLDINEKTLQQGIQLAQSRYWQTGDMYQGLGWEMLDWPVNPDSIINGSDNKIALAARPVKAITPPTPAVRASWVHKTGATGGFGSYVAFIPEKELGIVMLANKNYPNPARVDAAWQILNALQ
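AmpC (5.3 nM in the dispensed reagent) in 20 mM phosphate pH 7.0 with 0.01% (detergent screen) or 0.0001% Triton X-100 was preincubated with compounds for 15 min at room temperature. Nitrocefin was then added from an 800 uM solution, and hydrolysis was followed at 480 nm.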
Shiga toxin inh = inhibitors of Shiga toxin in Vero cells | AID 2315 | inhibition, % at 38.7 µM | actives 9.2% (n = 290,000) | Vero cells, Shiga toxin protein synthesis inhibition reporter; in the data active = inhibition mostly above about 28%, no sharp cut-off; inactive = mostly below about 43%; note: 0% is about no effect
HCMV inh = inhibitors of human cytomegalovirus; HFF cells, HCMV-luciferase reporter, 72 h; hits give low values; activity change, negative = inhibition, % at 57.5 µM; actives 4.5% (n = 410,000); AID 1259415; in the data active = activity change below about -60%; inconclusive = no clear call, values can overlap the other calls; inactive = above about -39%; note: % is set by controls: 0 for no effect and ±100 for the full control effect
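HFF cells seeded 16 h at 37C, treated with compounds, infected with luciferase-reporter HCMV at MOI 1 PFU/cell; luciferase read at 72 h post infection, normalized to buffer-only and Salinomycin controls.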
Giardia FBPA inh = Giardia lamblia aldolase inhibition. actives 0.71% (n = 290,000). A8B2U2. Potency, µM (titrated, usually from 59.6 µM), for inactives: at the top dose activity, negative = inhibition, hits mostly inhibitors. purified Giardia FBPA; note: potency is the fitted concentration of half-maximal effect; % is set by controls: 0 for no effect and ±100 for the full control effect; nearly all actives have a fitted effect of over 55% in size
Target sequence (A8B2U2 whole entry, looked up): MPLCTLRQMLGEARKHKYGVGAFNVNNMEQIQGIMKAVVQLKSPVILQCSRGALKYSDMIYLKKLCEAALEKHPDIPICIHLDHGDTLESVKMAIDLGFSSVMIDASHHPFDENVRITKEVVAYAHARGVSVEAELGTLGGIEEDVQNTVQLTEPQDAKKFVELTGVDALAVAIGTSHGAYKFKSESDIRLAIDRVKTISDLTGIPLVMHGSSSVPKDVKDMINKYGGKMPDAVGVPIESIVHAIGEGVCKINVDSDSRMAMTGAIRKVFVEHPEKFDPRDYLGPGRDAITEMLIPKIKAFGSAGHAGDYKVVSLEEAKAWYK
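Giardia FBPA (40 nM reagent) was preincubated 10 min at RT with compound (up to 57.5 uM final), then substrate plus GAPDH/TPI/NAD/arsenate coupling system with diaphorase/resazurin was added; resorufin fluorescence (525/598 nm) was read after 20 min.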
AmpC inh no detg = AmpC beta-lactamase inhibition without detergent; P00811; AmpC nitrocefin hydrolysis, absorbance 480 nm, 0.0001% Triton; Potency, µM (series often up to 57.1 µM), for inactives: top-dose activity change, negative = inhibition, actives largely listed as inhibitors; actives 0.52% (n = 330,000); AID 485341;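 note: potency is the fitted concentration of half-maximal effect; plate controls were no compound for no effect and no enzyme for full effect; nearly all actives have a fitted effect of over 20% in size; some results filed as inactive show a strong effect at the top dose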
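20 mM phosphate pH 7.0 + 0.01% (detergent screen) or 0.0001% Triton X-100; 5.3 nM AmpC reagent; cpd preinc 15 min RT; nitrocefin (800 uM stock) to start; A480 q20 s × 4 min; Activity was normalised to no-enzyme and no-compound control wells.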
* hit, by the source's call; [ ] = another dose, or the depositor's remark. Unless noted, calls come from the whole dose curve; as a rule, active = well fitted curve in the direction sought with a large enough effect; inconclusive = small, poorly fitted or top-dose-only effect, or another doubt; inactive = no such curve, though single readings can be large; an effect the other way counts as inactive or inconclusive.

COC1CCN(C(=O)c2ccc(OC3CCN(CCc4ccccc4)CC3)cc2)CC1 was read as Cycloheximide cs 1, AMA1-RON2 inh -5%, AmpC detergent 2%, Shiga toxin inh -18, HCMV inh -23, Giardia FBPA inh -1% and AmpC inh no detg 29%.
Screening Cc1ccc(-c2nnc(-c3ccccc3)c(N3CCOCC3)n2)cc1 returned Cycloheximide cs 0, AMA1-RON2 inh -13%, AmpC detergent -18%, Shiga toxin inh -17, HCMV inh -3, Giardia FBPA inh 1% and AmpC inh no detg 3%.
CN(C)S(=O)(=O)N1CCN(CC(=O)Nc2ccc(F)cc2)CC1 was read as Cycloheximide cs 2, AMA1-RON2 inh 3%, AmpC detergent -15%, HCMV inh 23, Giardia FBPA inh 2% and AmpC inh no detg -10%.
`CC(C)CCN(C(=S)Nc1cccc(F)c1)C(C)c1cccs1` (stereo not given) gave Cycloheximide cs 8, AMA1-RON2 inh 52%[activator], AmpC detergent 2%, Shiga toxin inh 4, HCMV inh -26, Giardia FBPA inh -14% and AmpC inh no detg -30%.
For COc1ccc(CO/N=C/c2c(C)[nH]c(=O)[nH]c2=O)cc1 the results were Cycloheximide cs -7, AMA1-RON2 inh -4%, AmpC detergent -1%, Shiga toxin inh -12, HCMV inh -6, Giardia FBPA inh 0% and AmpC inh no detg -33%.
Screening Cc1ccc(S(=O)(=O)NCCC(=O)N2CCCCCCC2)cc1 returned AMA1-RON2 inh -7%, AmpC detergent 1%, HCMV inh -38 and AmpC inh no detg -18%.
Screening O=c1c2ccccc2nc2n1C(CSCc1cccc(C(F)(F)F)c1)CS2 (stereo not given) returned Cycloheximide cs 1, AMA1-RON2 inh -3%, AmpC detergent -9%, Shiga toxin inh -6, HCMV inh -68*, Giardia FBPA inh -8% and AmpC inh no detg -12%.
COc1cccc(CN(Cc2ccco2)C(c2ccc(F)cc2)c2nnnn2C(C)(C)C)c1 (stereo not given) was read as Cycloheximide cs 9, AMA1-RON2 inh 4%, AmpC detergent 3%, Shiga toxin inh 17, HCMV inh -13, Giardia FBPA inh -4% and AmpC inh no detg -24%.
For CCOC(=O)C(NCCCO)c1ccccc1 (stereo not given) the results were Cycloheximide cs 1, AMA1-RON2 inh inconclusive, AmpC detergent -11%, Shiga toxin inh -3, HCMV inh -10, Giardia FBPA inh -30% and AmpC inh no detg -20%.
`O=C(Nc1ccc(N2CCCCCC2)cc1)c1ccc[nH]1` gave AMA1-RON2 inh inconclusive, AmpC detergent -6%, HCMV inh 36 and AmpC inh no detg -20%.
Screening COc1ccc(-n2c(CN3CCC(C)CC3)nc3ccc([N+](=O)[O-])cc3c2=O)c(OC)c1 returned Cycloheximide cs -3, AMA1-RON2 inh 6%, AmpC detergent -1%, Shiga toxin inh -1, HCMV inh -13, Giardia FBPA inh -15% and AmpC inh no detg -35%.
COC(=O)c1ccc2c(=O)n(CCN3CCOCC3)c(SCC(=O)Nc3ccccc3Cl)nc2c1 was read as Cycloheximide cs -4, AMA1-RON2 inh 1%, AmpC detergent -3%, Shiga toxin inh -5, HCMV inh inconclusive and AmpC inh no detg 6%.
Screening c1coc(C2=Nc3cccc4cccc(c34)N2)c1 returned Cycloheximide cs -3, AMA1-RON2 inh 14%, AmpC detergent -4%, Shiga toxin inh 20, HCMV inh inconclusive, Giardia FBPA inh -16% and AmpC inh no detg -39%.
Screening Cc1cccc(OCC(=O)N/N=C/c2cn[nH]c2-c2ccc(Cl)c(Cl)c2)c1 returned Cycloheximide cs -2, AMA1-RON2 inh -4%, AmpC detergent -1%, Shiga toxin inh -15, HCMV inh -18, Giardia FBPA inh 3% and AmpC inh no detg 19%.
c1ccc(CSc2nnc3c4ccccc4c4ccccc4c3n2)cc1 was read as Cycloheximide cs -2, AmpC detergent inconclusive, Shiga toxin inh 9, Giardia FBPA inh -16% and AmpC inh no detg -13%.
COc1nc(N(C)C)nc(N(C#N)CCOC(C)=O)n1 was read as Cycloheximide cs 0, AMA1-RON2 inh 13%, AmpC detergent 0%, Shiga toxin inh -25, HCMV inh -9, Giardia FBPA inh 4% and AmpC inh no detg -6%.
For O=C(NNC(=O)NC1CCCCC1)NC1CCCCC1 the results were Cycloheximide cs 2, AMA1-RON2 inh 3%, AmpC detergent 5%, Shiga toxin inh 12, HCMV inh 9, Giardia FBPA inh 6% and AmpC inh no detg 1%.
Screening CCOc1cc(N2CCOCC2)c(OCC)cc1NC(=O)c1cccc(S(=O)(=O)N2CCOCC2)c1 returned AMA1-RON2 inh 4%, HCMV inh -8 and AmpC inh no detg 167%[activator].
Screening Cc1ccc(N(CC(N)=O)C2SC(=O)NC2=O)cc1 (stereo not given) returned Cycloheximide cs -1, AMA1-RON2 inh 2%, AmpC detergent -19%, Shiga toxin inh -6, HCMV inh 24, Giardia FBPA inh -13% and AmpC inh no detg -3%.
For CN1CCN(CCc2cn3ncc(C#N)c3nc2-c2ccc(F)cc2)CC1 the results were Cycloheximide cs -2, AMA1-RON2 inh -5%, AmpC detergent 10%, Shiga toxin inh -8, HCMV inh 27, Giardia FBPA inh 7% and AmpC inh no detg 8%.
CC1CCN(S(=O)(=O)c2nnc(NC(=O)c3cccc([N+](=O)[O-])c3)s2)CC1 was read as Cycloheximide cs 9, AMA1-RON2 inh 12%, AmpC detergent 2%, Shiga toxin inh -9, Giardia FBPA inh 14µM* and AmpC inh no detg -25%.
Screening CC(=O)c1ccc(S(=O)(=O)Nc2cccc(-c3ccc(N4CCOCC4)nn3)c2)cc1 returned AMA1-RON2 inh -9%, AmpC detergent 0%, HCMV inh 33 and AmpC inh no detg -7%.
Screening COCCOC(=O)c1c(NC(=O)CN2CCc3ccccc32)sc(C(N)=O)c1C returned Cycloheximide cs 9, AMA1-RON2 inh 24%, AmpC detergent 6%, Shiga toxin inh 28, HCMV inh 42, Giardia FBPA inh inconclusive and AmpC inh no detg 63%[activator].
O=C(CCS(=O)(=O)c1ccccc1)Nc1nc2cc3c(cc2s1)OCCO3 was read as Cycloheximide cs 45*, AMA1-RON2 inh -13%, AmpC detergent 3%, Shiga toxin inh 90*, HCMV inh 35, Giardia FBPA inh 5% and AmpC inh no detg -3%.
For CCOc1c2ccc(C(=O)NCCCCc3ccccc3)cc2nn1CC the results were Cycloheximide cs 4, AMA1-RON2 inh 5%, AmpC detergent -7%, Shiga toxin inh 12, HCMV inh 4, Giardia FBPA inh 5% and AmpC inh no detg 65%[activator].
`COc1cc(SC)ccc1C(=O)OCC(=O)NCCC1=CCCCC1` gave AMA1-RON2 inh 2%, AmpC detergent -11%, HCMV inh -15 and AmpC inh no detg 36%.
Screening CCN(CC)C(=O)[C@H]1C[C@H](CC(=O)NCCCn2ccnc2)C(=O)N2CCc3c([nH]c4ccc(Cl)cc34)[C@]12C returned AMA1-RON2 inh -1%, HCMV inh -20 and AmpC inh no detg 199%[activator].
Screening COc1ccccc1CNC(=O)C1CCC(=O)N1C(C)C (stereo not given) returned Cycloheximide cs 10, AMA1-RON2 inh 1%, AmpC detergent -7%, Shiga toxin inh 6, HCMV inh 8, Giardia FBPA inh 16% and AmpC inh no detg 8%.
`COc1ccc(OC)c(C2SCCN2S(C)(=O)=O)c1` (stereo not given) gave Cycloheximide cs -4, AMA1-RON2 inh -7%, AmpC detergent -5%, Shiga toxin inh -12, HCMV inh -32, Giardia FBPA inh -1% and AmpC inh no detg -15%.
For CCCOc1cccc(C(=O)Nc2nnn(CCC)n2)c1 the results were Cycloheximide cs 26*, AMA1-RON2 inh -18%, AmpC detergent inconclusive, Shiga toxin inh 103*, HCMV inh 24, Giardia FBPA inh 7% and AmpC inh no detg -18%.
CCn1c(SCC(=O)N2CCCCC2C)nnc1-c1ccc(S(=O)(=O)N2CCN(C)CC2)cc1 (stereo not given) was read as Cycloheximide cs -5, AMA1-RON2 inh -1%, AmpC detergent -4%, Shiga toxin inh -27, HCMV inh -20, Giardia FBPA inh 0% and AmpC inh no detg 50%.
COc1cccc(NC(=O)Nc2ccc(Br)cn2)c1 was read as Cycloheximide cs 26*, AMA1-RON2 inh 10%, AmpC detergent -2%, Shiga toxin inh 78*, HCMV inh -38, Giardia FBPA inh 1% and AmpC inh no detg -46%.
`O=C(CCN1C(=O)S/C(=C\c2ccccc2)C1=O)NCCCn1ccnc1` gave Cycloheximide cs 17, AMA1-RON2 inh -1%, AmpC detergent -3%, Shiga toxin inh -4, HCMV inh -13, Giardia FBPA inh -9% and AmpC inh no detg 2%.
For Cc1nc(NC(=O)/C=C/c2ccccc2)sc1C(=O)NCCO the results were Cycloheximide cs 1, AMA1-RON2 inh 10%, AmpC detergent 0%, Shiga toxin inh -4, HCMV inh 15, Giardia FBPA inh -1% and AmpC inh no detg -28%.
Screening COc1ccc(S(=O)(=O)N(C)CC(=O)NCCCN2CCOCC2)cc1Cl returned Cycloheximide cs -2, AMA1-RON2 inh 10%, AmpC detergent 2%, Shiga toxin inh -13, HCMV inh 3, Giardia FBPA inh 8% and AmpC inh no detg -14%.
CCNc1ccc(C(=O)OC(C(=O)NC(N)=O)C(C)C)cc1[N+](=O)[O-] (stereo not given) was read as Cycloheximide cs 1, AMA1-RON2 inh 10%, AmpC detergent 6%, Shiga toxin inh 15, HCMV inh 24, Giardia FBPA inh -3% and AmpC inh no detg -7%.
For COc1cc(C2=Nc3c(c(C)nn3-c3ccccc3)P(=O)(N3CCOCC3)O2)cc(OC)c1OC (stereo not given) the results were Cycloheximide cs -2, AMA1-RON2 inh 4%, AmpC detergent 2%, Shiga toxin inh -3, HCMV inh -1, Giardia FBPA inh 5% and AmpC inh no detg -15%.
CC(=O)NC(CCS(C)(=O)=O)C(=O)Nc1cccc(C)c1 (stereo not given) was read as Cycloheximide cs 1, AMA1-RON2 inh 4%, AmpC detergent inconclusive, Shiga toxin inh -2, HCMV inh 0, Giardia FBPA inh 0% and AmpC inh no detg -3%.
Screening Cc1cc(NC(=O)CSc2nc(-c3cccs3)cc(C(F)(F)F)n2)no1 returned Cycloheximide cs -2, AMA1-RON2 inh 2%, AmpC detergent inconclusive, Shiga toxin inh -7, HCMV inh inconclusive, Giardia FBPA inh 5% and AmpC inh no detg -50%.
`O=C(N/N=C/c1cc(Br)c(Br)s1)c1ccncc1` gave Cycloheximide cs 24, AMA1-RON2 inh 4%, AmpC detergent -1%, Shiga toxin inh -15, HCMV inh -90*, Giardia FBPA inh -1% and AmpC inh no detg -16%.
Screening C/C(=N\Nc1ccc(F)cc1F)c1ccccc1O returned Cycloheximide cs 28*, AMA1-RON2 inh 0%, AmpC detergent -4%, Shiga toxin inh 79*, HCMV inh -69*, Giardia FBPA inh -5% and AmpC inh no detg -42%.
